SUMO1-SIM PPI: modulators of SUMO1 protein-protein interactions, primary screen, biochemical, uHTS. Small ubiquitin-related modifier 1 (Homo sapiens), P63165. SUMO1 binding to a labelled peptide, TR-FRET, 1 h. inhibition, % at 20 µM. actives 0.33% (n = 360,000). AID 602429, 2012; in the data active means inhibition above about 37%
NadD block: inhibitors of S. aureus NadD, primary screen, biochemical, colorimetric, uHTS | actives 0.78% (n = 360,000) | purified NadD enzyme, colorimetric absorbance read-out | inhibition, % at 20 µM | AID 602399, 2012 | Nicotinate-nucleotide adenylyltransferase NadD (Staphylococcus aureus N315); in the data active means inhibition above about 26%; further: some compounds past the cut are filed as inactive
PABP1 MLLE inh: inhibitors of PABP1 MLLE–PAM2 peptide binding, primary screen, biochemical, fluorescence polarization, FITC-PAM2, GST-MLLE; inhibition, % at 20 µM; actives 0.36% (n = 360,000); in the data active means inhibition above about 35%, passing the limit was not always enough;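 further: plate controls were DMSO wells with GST-MLLE for no effect and wells lacking GST-MLLE protein for full effect; some results filed as inactive read as strong as hits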
Scp-1 inhibitor: Scp-1 phosphatase inhibitors, primary screen, biochemical, colorimetric, uHTS; Recombinant Scp1, phosphopeptide, malachite green phosphate absorbance; inhibition, % at 20 µM; actives 0.88% (n = 340,000); AID 493091, 2011;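 active means inhibition above about 50% at 20 µM, limit read from the data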;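 further: plate controls were DMSO wells with enzyme for no effect and wells lacking enzyme for full effect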
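Material – SCP-1 phosphatase catalytic domain, residues 76-261 · Buffer or medium – Acidic Tris acetate buffer with magnesium and detergent · Also added – Phospho 17-mer peptide substrate · Compound – single 20 µM dose, 1% DMSO · Times – 45 min room-temperature reaction, 5 min colour, 30 min stabiliser · Technique – Phosphate-binding colour reagent, absorbance read at 630 nm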
LMPTP inh: LMPTP phosphatase inhibitors, primary screen, biochemical, fluorescence intensity, uHTS; recombinant LMPTP-A, OMFP fluorogenic substrate; inhibition, % at 20 µM; actives 0.22% (n = 360,000); AID 651560, 2012;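 active means compounds that cut the enzyme signal by at least half of the control window in the single-dose screen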;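 further: plate controls were DMSO wells with enzyme plus substrate for no effect and substrate without enzyme for full effect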
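test system = LMPTP-A | amount = 0.625 nM LMPTP-A final | reagent = fluorogenic phosphatase substrate OMFP at 400 µM final | incubation = 50 min at room temperature | benchmarks = no-enzyme low control, uninhibited high control | medium = Bis-Tris pH 6.0, DTT, detergent | signal = fluorescence intensity of OMFP turnover product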
Rpn11 block: Rpn11 (PSMD14) deubiquitinase inhibitors, primary screen, biochemical, fluorescence polarization, uHTS | AID 588493, 2011 | 26S proteasome non-ATPase regulatory subunit 14 (Homo sapiens), O00487 | actives 0.59% (n = 360,000) | human 26S proteasome, Ub4-pepOG fluorescence polarization; 20S core pre-blocked with epoxomicin | calls only at 20 µM;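 active means inhibition at 20 µM, scaled to each plate's controls, above about 33%, limit read from the data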
TbMetRS inhib: T. brucei MetRS inhibitors, primary screen, biochemical, luminescence; methionyl-tRNA synthetase (Trypanosoma brucei brucei); purified T. brucei MetRS, ATP depletion, Kinase-Glo luminescence; inhibition, % at 11.9 µM; actives 0.4% (n = 360,000); AID 624268, 2012;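 active means inhibition above a per-plate cutoff of the control wells' mean inhibition plus 3 SD, cut at about 5.5% in these data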;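 further: 0% = DMSO wells median and 100% = median of wells with control inhibitor compound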
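technique = Kinase-Glo luminescence, ATP depletion format | system = purified MetRS (methionyl-tRNA synthetase) enzyme from Trypanosoma brucei | timing = 15 min preincubation, 2 h reaction, all 25 °C | evaluation = percent inhibition versus plate control medians | dosing = single dose, 11.9 µM final nominal, 0.9% final DMSO | also added = substrates ATP, L-methionine and bulk Escherichia coli tRNA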
DNMT1 block: human DNMT1 methyltransferase inhibitors, primary screen, biochemical, molecular beacon, fluorescence, HinP1I cleavage, uHTS. DNA (cytosine-5)-methyltransferase 1 (Homo sapiens), P26358. actives 0.83% (n = 360,000). inhibition (reported as % activation of signal), % at 10 µM; in the data active means inhibition above about 50%
Target sequence (P26358 504-1616 limits assumed): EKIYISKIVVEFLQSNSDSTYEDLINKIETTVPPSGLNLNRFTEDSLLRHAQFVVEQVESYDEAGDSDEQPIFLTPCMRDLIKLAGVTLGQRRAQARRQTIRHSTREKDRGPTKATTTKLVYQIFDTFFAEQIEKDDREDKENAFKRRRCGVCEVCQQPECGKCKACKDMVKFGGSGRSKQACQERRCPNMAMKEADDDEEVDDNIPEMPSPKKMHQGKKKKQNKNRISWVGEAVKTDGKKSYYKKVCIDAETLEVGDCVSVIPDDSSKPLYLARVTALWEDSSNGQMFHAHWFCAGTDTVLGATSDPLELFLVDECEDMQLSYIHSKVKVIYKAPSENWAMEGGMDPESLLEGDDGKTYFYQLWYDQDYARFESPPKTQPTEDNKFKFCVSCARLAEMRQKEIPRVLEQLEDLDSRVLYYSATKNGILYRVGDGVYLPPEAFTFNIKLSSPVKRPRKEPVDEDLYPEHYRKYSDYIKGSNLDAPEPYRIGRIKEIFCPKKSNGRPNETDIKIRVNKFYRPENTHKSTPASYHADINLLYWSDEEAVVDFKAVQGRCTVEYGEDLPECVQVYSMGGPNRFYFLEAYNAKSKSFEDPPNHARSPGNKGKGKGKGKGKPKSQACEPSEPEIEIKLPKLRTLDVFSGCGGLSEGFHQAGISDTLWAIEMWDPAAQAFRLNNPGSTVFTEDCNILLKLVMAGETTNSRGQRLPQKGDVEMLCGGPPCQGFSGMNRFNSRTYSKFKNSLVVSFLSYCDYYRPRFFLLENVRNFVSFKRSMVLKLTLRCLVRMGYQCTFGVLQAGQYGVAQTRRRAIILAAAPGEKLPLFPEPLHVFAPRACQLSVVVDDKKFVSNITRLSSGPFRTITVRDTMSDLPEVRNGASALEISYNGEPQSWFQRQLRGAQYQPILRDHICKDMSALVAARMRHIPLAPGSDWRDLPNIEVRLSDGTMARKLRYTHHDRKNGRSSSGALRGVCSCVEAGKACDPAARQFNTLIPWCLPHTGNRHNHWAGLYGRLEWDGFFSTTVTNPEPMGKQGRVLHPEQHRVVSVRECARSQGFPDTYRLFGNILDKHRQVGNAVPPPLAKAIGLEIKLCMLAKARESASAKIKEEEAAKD
CSN inh: inhibitors of CSN-mediated cullin deneddylation, primary screen, biochemical, fluorescence polarization, uHTS; COP9 signalosome complex subunit 5 (Homo sapiens), Q92905; Purified CSN, SCF-Nedd8-OG deneddylation; inhibition, % at 12.5 µM; actives 0.38% (n = 360,000); AID 651999, 2013;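 active means pattern-corrected inhibition above about 35%, with an unprinted fluorescence ratio check between 0.5 and 1.5, limit read from the data, passing the limit was not always enough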;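 further: 0% = enzyme with substrate and 100% = substrate without enzyme; some results filed as inactive read as strong as hits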
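Material: human Csn5 produced in HEK293T cells; Input: enzyme 0.24 nM; Reagent: SCFSkp2-Nedd8OG substrate at 10 nM final; Dosing: 12.5 µM compound; Incubation: 90 min reaction at room temperature; Detection: fluorescence polarization of the substrate; Evaluation: % inhibition of substrate cleavage by Csn5; Control set: substrate-only high control, full reaction low control.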
STEP inh: STEP phosphatase inhibitors, primary screen, biochemical, fluorescence intensity, uHTS. actives 0.25% (n = 360,000). inhibition, % at 20 µM. recombinant STEP, OMFP fluorogenic substrate. Tyrosine-protein phosphatase non-receptor type 5 (Homo sapiens), P54829;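 active means inhibition at 20 µM, scaled per plate between control wells, above about 37%, limit read from the data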;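 further: 0% = DMSO with enzyme and substrate and 100% = substrate only without enzyme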
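Assay system: isolated STEP enzyme. Buffer or medium: pH 6.0 Bis-Tris with DTT and Tween 20. Also added: fluorogenic phosphatase substrate OMFP at 25 µM final. Dosing: 20 µM, 1% DMSO. Timing: 20 min reaction, room temperature, in the dark. Measured by: fluorescence intensity, excitation 480 nm, emission 540 nm. Evaluation: normalized % inhibition.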
The depositor's hits bear a star.

`O=C(NCCc1ccccc1)C1(c2ccccc2)CCCC1` gave SUMO1-SIM PPI 3, NadD block -8, PABP1 MLLE inh 1, Scp-1 inhibitor -10, LMPTP inh -0.3, Rpn11 block inactive, TbMetRS inhib -1.0, DNMT1 block -1, CSN inh -4 and STEP inh -1.
For Cc1ccc(C([O-])=C(C(=S)NCc2ccccc2)[n+]2cccc(CO)c2)cc1[N+](=O)[O-] the results were SUMO1-SIM PPI -13, NadD block 17, PABP1 MLLE inh -12, Scp-1 inhibitor -1, LMPTP inh 1.8, Rpn11 block inactive, TbMetRS inhib -0.1, DNMT1 block -9, CSN inh 2 and STEP inh 1.
`COc1cccc(CNC(=O)CCS(=O)(=O)c2cccc3nonc23)c1` gave SUMO1-SIM PPI -18, NadD block -3, PABP1 MLLE inh -3, Scp-1 inhibitor 5, LMPTP inh -0.8, Rpn11 block inactive, TbMetRS inhib -0.9, DNMT1 block 1, CSN inh 2 and STEP inh -3.
Cc1cc(C)n(CC(=O)NNC(=O)c2cccc(C(F)(F)F)c2)n1 was read as SUMO1-SIM PPI 3, NadD block 3, PABP1 MLLE inh 4, Scp-1 inhibitor 1, LMPTP inh -2.2, Rpn11 block inactive, TbMetRS inhib -0.2, DNMT1 block 2, CSN inh 0 and STEP inh -2.
For Cc1ccc(C)c(S(=O)(=O)NCc2cccnc2)c1 the results were SUMO1-SIM PPI 2, NadD block -4, PABP1 MLLE inh 2, Scp-1 inhibitor -3, LMPTP inh -0.4, Rpn11 block inactive, TbMetRS inhib -0.6, DNMT1 block 0, CSN inh -2 and STEP inh -2.
`O=C(Nc1ccccc1)c1cccnc1N1CCCC1` gave SUMO1-SIM PPI -1, NadD block -3, PABP1 MLLE inh -8, Scp-1 inhibitor -9, LMPTP inh -1.6, Rpn11 block inactive, TbMetRS inhib -1.2, DNMT1 block -2, CSN inh 4 and STEP inh -4.
`O=C(NCc1ccccc1)C1CCC1` gave SUMO1-SIM PPI -2, NadD block 1, PABP1 MLLE inh 15, Scp-1 inhibitor 1, LMPTP inh -2.2, Rpn11 block inactive, TbMetRS inhib -0.5, DNMT1 block 10, CSN inh -2 and STEP inh 1.
`CCN1C(=O)N[C@@H](c2cccc(C(F)(F)F)c2)[C@H](C(C)=O)[C@H]1C` gave SUMO1-SIM PPI 0, NadD block -5, PABP1 MLLE inh 1, Scp-1 inhibitor -3, LMPTP inh 0.2, Rpn11 block inactive, TbMetRS inhib 0.0, DNMT1 block 7, CSN inh 0 and STEP inh 0.
Screening Cc1ccc2nc(SCC(=O)c3c(N)n(C)c(=O)n(C)c3=O)[nH]c2c1 returned SUMO1-SIM PPI 2, NadD block 3, PABP1 MLLE inh -103, Scp-1 inhibitor 4, LMPTP inh 1.7, Rpn11 block active, TbMetRS inhib 0.7, DNMT1 block -2, CSN inh 6 and STEP inh 2.
Screening O=C(Cc1ccccc1)Oc1coc(CSc2ncccn2)cc1=O returned SUMO1-SIM PPI 6, NadD block 4, PABP1 MLLE inh 5, Scp-1 inhibitor -3, LMPTP inh -0.4, Rpn11 block inactive, TbMetRS inhib 0.1, DNMT1 block 40, CSN inh 8 and STEP inh -3.
`CCOC(=O)N1CCC(NC(=O)C(CC(C)C)NC(=O)C2CCC(C)CC2)CC1` (stereo not drawn) gave SUMO1-SIM PPI -2, NadD block 1, PABP1 MLLE inh 0, Scp-1 inhibitor -1, LMPTP inh -1.6, Rpn11 block inactive, TbMetRS inhib -0.5, DNMT1 block 3, CSN inh -2 and STEP inh 1.
`NNc1nc(-c2ccccc2)c2cc(Cl)ccc2n1` gave SUMO1-SIM PPI -24, NadD block 6, PABP1 MLLE inh -27, Scp-1 inhibitor 0, LMPTP inh 0.4, Rpn11 block inactive, TbMetRS inhib 2.1, DNMT1 block -3, CSN inh 0 and STEP inh 4.
`COc1ccc2c(c1OC)C(=O)OC2Nc1nc(-c2ccccc2)cs1` (stereo not drawn) gave SUMO1-SIM PPI 12, NadD block 3, PABP1 MLLE inh -7, Scp-1 inhibitor 1, LMPTP inh 0.5, Rpn11 block inactive, TbMetRS inhib -0.1, DNMT1 block 4, CSN inh -1 and STEP inh 0.
`COc1ccc(NS(=O)(=O)c2cccc(C(=O)NCC(c3ccccc3OC)N3CCCC3)c2)cc1` (stereo not drawn) gave SUMO1-SIM PPI -35, NadD block -4, PABP1 MLLE inh 12, Scp-1 inhibitor -4, LMPTP inh -8.3, Rpn11 block inactive, TbMetRS inhib -0.5, DNMT1 block -3, CSN inh 2 and STEP inh -4.
For O=C(NC1CCCCC1)C(c1ccc2ncccc2c1)N(Cc1ccc(F)cc1)C(=O)c1cccs1 (stereo not drawn) the results were SUMO1-SIM PPI -4, NadD block 7, PABP1 MLLE inh -1, Scp-1 inhibitor -1, LMPTP inh 1.2, Rpn11 block inactive, TbMetRS inhib -0.3, DNMT1 block 1, CSN inh 2 and STEP inh 0.
For CC(=O)c1c(-c2ccccc2)c2cc(Cl)ccc2n(C)c1=O the results were SUMO1-SIM PPI 1, NadD block 4, PABP1 MLLE inh 2, Scp-1 inhibitor -8, LMPTP inh 0.4, Rpn11 block inactive, TbMetRS inhib -1.1, DNMT1 block -1, CSN inh -2 and STEP inh -3.
`CCn1c(CNS(=O)(=O)c2ccc(Br)cc2)nnc1SC` gave SUMO1-SIM PPI 0, NadD block 2, PABP1 MLLE inh 3, Scp-1 inhibitor -4, LMPTP inh 0.1, Rpn11 block inactive, TbMetRS inhib 0.6, DNMT1 block 0, CSN inh -2 and STEP inh 0.
`COc1ccccc1NC(=O)c1ccc(NC(=O)COC(=O)CC(NC(=O)c2ccccc2Cl)c2ccccc2)cc1` (stereo not drawn) gave SUMO1-SIM PPI -6, NadD block 13, PABP1 MLLE inh -26, Scp-1 inhibitor -13, LMPTP inh 2.4, Rpn11 block inactive, TbMetRS inhib -0.1, DNMT1 block -23, CSN inh 0 and STEP inh 0.
NC(=O)c1noc(C(=O)N(CC(=O)NC2CCCC2)Cc2ccc3c(c2)OCO3)c1N was read as SUMO1-SIM PPI -16, NadD block 0, PABP1 MLLE inh 2, Scp-1 inhibitor -4, LMPTP inh -0.9, Rpn11 block inactive, TbMetRS inhib -1.1, DNMT1 block 4, CSN inh 3 and STEP inh 0.
For CCCCN(CC)CCCNC(=O)CC1Oc2ccccc2NC1=O (stereo not drawn) the results were SUMO1-SIM PPI -1, NadD block 1, PABP1 MLLE inh 4, Scp-1 inhibitor -8, LMPTP inh -1.3, Rpn11 block inactive, TbMetRS inhib -0.5, DNMT1 block 4, CSN inh -2 and STEP inh -4.
Screening O=C1COc2ccc(C(=O)CSc3nnc(Cc4cccs4)n3-c3ccc(Cl)cc3)cc2N1 returned SUMO1-SIM PPI 1, NadD block 11, PABP1 MLLE inh -110, Scp-1 inhibitor 12, LMPTP inh 33, Rpn11 block inactive, TbMetRS inhib -0.1, DNMT1 block -6, CSN inh 3 and STEP inh 1.
`Cn1c(SCC(=O)Nc2ccc(Cl)cc2F)nnc1-c1ccco1` gave SUMO1-SIM PPI 1, NadD block -8, PABP1 MLLE inh 2, Scp-1 inhibitor -5, LMPTP inh -0.6, Rpn11 block inactive, TbMetRS inhib -0.7, DNMT1 block 1, CSN inh -3 and STEP inh -2.
CCC(=O)Nc1nc(C)c(-c2csc(Nc3cccc(C(=O)O)c3)n2)s1 was read as SUMO1-SIM PPI 6, NadD block 1, PABP1 MLLE inh 14, Scp-1 inhibitor 2, LMPTP inh -0.1, Rpn11 block inactive, TbMetRS inhib -0.1, DNMT1 block -2, CSN inh 1 and STEP inh 2.
COc1cc(/C=C(\C#N)c2nc3ccccc3[nH]2)c([N+](=O)[O-])cc1OCc1ccccc1 was read as SUMO1-SIM PPI -13, NadD block 40*, PABP1 MLLE inh -20, Scp-1 inhibitor 1, LMPTP inh 2.8, Rpn11 block inactive, TbMetRS inhib 1.4, DNMT1 block -10, CSN inh 8 and STEP inh 2.
`COC(=O)CN1C(=O)COc2ccc(S(=O)(=O)N3CCCCC3)cc21` gave SUMO1-SIM PPI -1, NadD block -8, PABP1 MLLE inh -10, LMPTP inh -0.4, Rpn11 block inactive, TbMetRS inhib -0.1, DNMT1 block 5, CSN inh -1 and STEP inh -2.
COc1cccc(NC(=O)c2oc3ccccc3c2NC(=O)C(C)(C)C)c1 was read as SUMO1-SIM PPI 0, NadD block -8, PABP1 MLLE inh 4, Scp-1 inhibitor -8, LMPTP inh 4.6, Rpn11 block inactive, TbMetRS inhib 0.1, DNMT1 block 4, CSN inh 1 and STEP inh -1.
For CC(=O)c1ccc(NC(=O)c2cccc(S(=O)(=O)N3CCN(C)CC3)c2)cc1 the results were SUMO1-SIM PPI -4, NadD block 3, PABP1 MLLE inh 7, Scp-1 inhibitor 6, LMPTP inh 1.0, Rpn11 block inactive, TbMetRS inhib 0.3, DNMT1 block -2, CSN inh -2 and STEP inh 0.
Screening COc1ccccc1NC(=O)c1ccc(NC(=O)COC(=O)CCC2CCCC2)cc1 returned SUMO1-SIM PPI 0, NadD block -8, PABP1 MLLE inh 2, Scp-1 inhibitor -9, LMPTP inh 4.9, Rpn11 block inactive, TbMetRS inhib -0.6, DNMT1 block -8, CSN inh 1 and STEP inh 5.

High-throughput results: PubChem, several laboratories
